Screens as filed in PubChem.
PI4K2A inh – qHTS for small molecular inhibitors of PI4K2A; Phosphatidylinositol 4-kinase type 2-alpha (Homo sapiens), Q9BTU6; purified PI4K2A, ADP-Glo luminescence, 1 h; active compounds read low; activity change, negative = inhibition, % at 76.9 µM; 0.13% of 420,000 active; AID 1346378, 2018; in the data active means activity change below about -50%; inconclusive means mostly about -30% to -49%;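 further: -100% = wells without enzyme as full effect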
Target sequence (Q9BTU6 whole entry, looked up): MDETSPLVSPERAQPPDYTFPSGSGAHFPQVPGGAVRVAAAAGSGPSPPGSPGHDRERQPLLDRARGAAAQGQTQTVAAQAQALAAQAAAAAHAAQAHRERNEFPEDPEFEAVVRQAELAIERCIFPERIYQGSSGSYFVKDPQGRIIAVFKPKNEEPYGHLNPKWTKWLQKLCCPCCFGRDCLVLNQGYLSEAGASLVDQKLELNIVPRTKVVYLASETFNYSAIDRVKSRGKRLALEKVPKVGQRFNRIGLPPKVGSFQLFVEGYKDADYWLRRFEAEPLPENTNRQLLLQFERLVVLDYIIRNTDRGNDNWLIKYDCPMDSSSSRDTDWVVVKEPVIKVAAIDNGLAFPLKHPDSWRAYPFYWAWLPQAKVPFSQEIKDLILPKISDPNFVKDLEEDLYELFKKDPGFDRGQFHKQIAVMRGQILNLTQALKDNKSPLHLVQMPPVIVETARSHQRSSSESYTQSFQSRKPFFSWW
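In this quantitative HTS, ADP production by PI4K2A was quantified luminescently after 1 h at ambient temperature; 100 microM adenosine served as plate-quality control.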
Numbers without * were called inactive; ? = inconclusive; & = joins results of further samples. These rows are one share of the data. The share of hits here may be higher or lower than overall.

nr	SMILES	PI4K2A inh
1	COC(=O)[C@]1(CNC(=O)C(F)(F)F)CC(=O)N(C)[C@@H]1c1ccccc1	-2.1
2	COCCNc1nc(NCCOc2ccccc2)c2sc(-c3ccccc3)cc2n1	-3.1
3	CN(C)C1CN(Cc2cn(Cc3ccc(Cl)cc3)nn2)S(=O)(=O)C1 (stereo unspecified)	-4.8
4	CN1c2ccc(-c3cccc(F)c3)cc2[C@H]2[C@H](CCN2S(=O)(=O)c2cccc(F)c2)[C@H]1CO	8.9
5	COc1ccc(CCCNC(=O)C2Cc3c(-c4cccc(C(N)=O)c4)ccnc3O2)cc1 (stereo unspecified)	-1.4
6	CC(=O)Nc1cccc(-c2ccnc3c2CC(C)(C(=O)Nc2ccccc2)O3)c1 (stereo unspecified)	-2.4
7	N#CCC[C@@H]1CC[C@]2(CCCN(Cc3ccc(Br)cc3)C2)O1	-0.8
8	CC(C)(O)C#Cc1ccc(CNC[C@H]2O[C@@H](n3cnc4c(=O)[nH]c(N)nc43)[C@H](O)[C@@H]2O)s1	2.2
9	CC1(C(=O)NCc2ccccn2)CCN1C(=O)Cc1ccc(Cl)cc1Cl (stereo unspecified)	2.4
10	O=C(NC1CCCCN(Cc2cccc(F)c2)C1=O)c1cccc(F)c1 (stereo unspecified)	0.6
11	CC1(C(=O)NCC2CCCCC2)CCN1C(=O)Cc1ccc(-c2ccccc2)cc1 (stereo unspecified)	1.7
12	COC(=O)N1CCCC1c1cccc2[nH]cc(C)c12 (stereo unspecified)	-0.7
13	CC(C)C[C@@H]1Cc2[nH][nH]c(=O)c2[C@H](C(C)C)O1	-0.2
14	COc1cccc(-c2cc(CNC(=O)[C@H]3O[C@@H](n4ccc(N)nc4=O)[C@H](O)[C@@H]3O)no2)c1	0.5
15	Cc1ccc(CNC(=O)C2(C)CCN2C(=O)Cc2ccc(-c3ccccc3)cc2)cc1 (stereo unspecified)	0.4
16	O=C(Nc1ccn(C2CCC(CO)O2)c(=O)n1)c1ccccc1 (stereo unspecified)	2.6
17	COc1ccc(CNC(=O)Nc2ccc3c(c2)c(=O)n(C)n3Cc2cccc(C(F)(F)F)c2)cc1	-2.0
18	CCCC1CCC2(CCCN2CCOC(=S)Nc2ccccc2Br)CC1 (stereo unspecified)	1.4
19	Cc1ccc(-n2c(SCC(=O)Nc3cccc4ccccc34)nnc2-c2cnccn2)cc1	7.9
20	O=C(NCc1cccc(Cl)c1)c1cccc2c(-c3cccnc3)coc12	-5.2
21	O=C(NCc1ccccc1)C(c1ccco1)N1CCN(C(=O)C2CCCO2)CC1 (stereo unspecified)	-3.4
22	C=CCN1C(=O)[C@@H](CC(=O)N2CCN(C(=O)c3ccco3)CC2)[C@]2(C(=O)OCC)CCCCC/C=C/12	-0.9
23	Fc1ccccc1N1CCN(C(c2ccnc3ccccc23)c2nnnn2-c2ccc3c(c2)OCCO3)CC1 (stereo unspecified)	1.6
24	CCOC(=O)N1CCN(C(=O)C[C@@H]2C[C@@]3(C(=O)OC)CC(C)(C)CC=C3N(CCc3ccc(OC)c(OC)c3)C2=O)CC1	-0.6
25	O=C1COc2ccccc2C(c2nc3ccccc3[nH]2)N1C1CC1 (stereo unspecified)	3.7
26	CCOC(=O)C1(C)CCN1C(=O)c1ccco1 (stereo unspecified)	2.0
27	OC(c1cc(Cl)cc(Cl)c1)c1ncc(-c2cccc(F)c2)[nH]1 (stereo unspecified)	5.9
28	CCNC(=O)C1CCCN(C(=O)c2cc(F)ccc2C)CC1 (stereo unspecified)	-2.1
29	COc1ccc(NC(=O)C2Cc3c(-c4cccc(F)c4)ccnc3O2)cc1OC (stereo unspecified)	-2.0
30	CC1(C(=O)NS(=O)(=O)Cc2ccccc2C(F)(F)F)CCN1C(=O)c1ccco1 (stereo unspecified)	2.4
31	CCc1ccc2cc3c(cc2n1)C(=O)c1ccccc1-3	-3.7
32	O=C1CCC[C@H]2C[C@H](NCc3ccccc3Cl)CC[C@]23CCCN13	-1.0
33	O=C(Nc1ccc2c(c1)OCCO2)C(c1cc2ccccc2o1)N1CCC(Cc2ccccc2)CC1 (stereo unspecified)	2.4
34	OCCc1ccc(NCCc2cccs2)cc1	-3.5
35	COc1ccc(NC(=O)c2cc(C3CCCCN3C(=O)CCc3ccccc3)on2)c(C)c1 (stereo unspecified)	5.7
36	CCOC(=O)/C=C(C)/C=C/C=C(C)/C=C/c1c(C)cc(OC)c(C)c1C	3.1
37	O=C(NCc1ccccc1)C(c1ccc(F)cc1)N1CCN(c2ccccc2F)CC1 (stereo unspecified)	2.9
38	C=CCOC(=O)C(CO)NC(=O)CCCC(=O)O (stereo unspecified)	-3.0
39	Cc1nc2ccc(C(=O)N3CCN(C(=O)c4ccco4)CC3)cn2c1N(C)C(=O)CCc1ccccc1	-2.7
40	COc1ccc(C2OC(CCc3ccccc3)CC3=C2C(=O)OC(C)(C)O3)cc1 (stereo unspecified)	0.3
41	CN(C)CCN1CCN(c2cc(-c3cccc(Cl)c3)nc3ccnn23)CC1	-3.2
42	COc1ccc(-c2cc(-c3nnc4sc(Cc5cccs5)nn34)[nH]n2)cc1	?
43	O=C(NCc1ccccc1Cl)c1csc(COCCO)n1	-3.9
44	Cc1c(C(=O)N2CCCCCC2(C)C(=O)NCC(C)C)oc2ccccc12 (stereo unspecified)	1.7
45	CCNC(=O)C1CCCN(Cc2ccc(C(=O)OCC)cc2)CC1 (stereo unspecified)	-0.1
46	CCc1nc2ccc(C(=O)NCC3CCCCC3)cn2c1N(C)Cc1nccs1	-1.7
47	COc1ccc(CNC(=O)c2sc(=O)n(Cc3ccc(C)cc3)c2C)cc1	1.1
48	COc1ccc(S(=O)(=O)N2CCCCCC2)c2ccccc12	4.2
49	O=C(NC1CCCC1)C1CSCCS(=O)(=O)N1Cc1ccccc1 (stereo unspecified)	-0.7
50	CC(C)CC(N)c1csc(NC(=O)Nc2ccccc2Cc2ccccc2)n1 (stereo unspecified)	0.2

Of the compounds above, 3 have a CF3 group.
nr	SMILES	PI4K2A inh
1	COC(=O)[C@]1(CNC(=O)C(F)(F)F)CC(=O)N(C)[C@@H]1c1ccccc1	-2.1
17	COc1ccc(CNC(=O)Nc2ccc3c(c2)c(=O)n(C)n3Cc2cccc(C(F)(F)F)c2)cc1	-2.0
30	CC1(C(=O)NS(=O)(=O)Cc2ccccc2C(F)(F)F)CCN1C(=O)c1ccco1 (stereo unspecified)	2.4

Following part:
nr	SMILES	PI4K2A inh
51	O=C(Nc1ccc2c(c1)OCO2)N1CCC(c2nc3ccc(Cl)cc3[nH]2)CC1	-2.9
52	Clc1ccc(C(Cn2ccnc2)OCc2ccsc2Cl)c(Cl)c1 (stereo unspecified)	0.7&3.7
53	O=C(NC1CCCCN(Cc2cccc(Cl)c2)C1=O)c1ccc2ccccc2c1 (stereo unspecified)	-1.7
54	CC1=C(C(=O)N2CCCCCC2)CC(CC(=O)NC2CC2)C(=O)N1Cc1ccccc1 (stereo unspecified)	-5.4
55	COc1ccccc1CNC(=O)C1(C)CCN1Cc1ccc2ccccc2c1 (stereo unspecified)	-1.4
56	CCCCn1nnnc1C(c1ccccc1)N1CCN(CC)CC1 (stereo unspecified)	-0.4
57	CC1(C(=O)NS(=O)(=O)c2cccs2)CCN1C(=O)CC1CCCC1 (stereo unspecified)	-4.4
58	COC(=O)c1ccc2nc(-c3ccc(F)cc3)c(Cc3ccccc3C(F)(F)F)n2c1	-2.5
59	CN(CCOC(=O)c1cccs1)C1CN(Cc2cn(Cc3ccccc3Cl)nn2)S(=O)(=O)C1 (stereo unspecified)	0.8
60	Cc1c(Br)cccc1NC(=O)C1(C)CCN1Cc1ccc(OC(C)C)cc1 (stereo unspecified)	-3.3
61	CCOC(=O)[C@]12CCCC=C1N(Cc1ccc3c(c1)OCO3)C(=O)[C@H](CC(=O)NCC13CC4CC(CC(C4)C1)C3)C2	-4.0
62	Cc1cc(N2CCN(C(C(=O)NC3CCCC3)c3ccc(F)cc3)CC2)c2ccccc2n1 (stereo unspecified)	1.9
63	O=C(NCc1ccccc1Cl)[C@H]1CCCN1C(=O)[C@H]1CCCN1C(=O)c1cccc2ccccc12	2.4
64	CCCNC(=O)c1cc(C2CCCCN2S(=O)(=O)c2ccc(C#N)cc2)on1 (stereo unspecified)	-7.0
65	O=C1NC[C@H](CCCCN2C[C@H](Cc3ccccc3)N(Cc3ccccc3)C(=O)C2=O)N(CC2CCCCC2)C1=O	3.0
66	c1ccc(CNc2nc(NCC3CC3)nc3cc(-c4ccccc4)sc23)cc1	1.9
67	CCCCC(=O)N(C)c1c(C)nc2ccc(C(=O)N3CCN(c4ccccc4)CC3)cn12	3.0
68	CN(Cc1cn(Cc2cccc(Cl)c2)nn1)C1CN(Cc2cn(Cc3cccc(Cl)c3)nn2)S(=O)(=O)C1 (stereo unspecified)	-5.8
69	CCOC(=O)N1CCN(C(=O)C[C@@H]2C[C@@]3(C(=O)OC)CC(C)(C)CC=C3N(Cc3ccco3)C2=O)CC1	4.3
70	CC1(C(=O)NCc2cccs2)CCN1C(=O)Cc1cccc2ccccc12 (stereo unspecified)	0.6
71	CCNC(=O)C1(C)CCN1C(=O)CCc1cccc(Cl)c1 (stereo unspecified)	-4.9
72	COc1ccc(Cc2c(-c3ccc(Cl)cc3)nc3cc(C)c(Br)c(C)n23)c(C)c1	8.9
73	COC(=O)c1ccc2nc(-c3ccco3)c(Cc3ccccc3)n2c1	-11.7
74	CCCCN(CCCC)Cc1cc(=O)oc2cc(OC)ccc12	12.3
75	O=C(Nc1ccc2c(c1)OCO2)c1cc(C2CCCCN2C(=O)CCc2ccccc2)on1 (stereo unspecified)	3.3
76	O=S(=O)(NN=Cc1cccc(Cl)c1)c1ccccc1	-5.3
77	COc1cc2c(cc1OC)CSC1C(=O)N(C)C(SC2)C(=O)N1C	0.7
78	Cc1cnc(C)c(Nc2nc(C(N)c3ccccc3)cs2)n1 (stereo unspecified)	-10.7
79	COc1ccc(-c2cc(C(=O)NN=Cc3ccc(C)s3)[nH]n2)cc1	-1.0
80	CC(=O)c1cc(-c2ccc(Oc3ccccc3)cc2)c(=O)n2c1CCC2	1.4
81	COc1ccc(CCNC(=O)c2ccc(Br)o2)cc1Br	3.2
82	Cc1cccc(C)c1NC(=O)C1CCN(c2ncccn2)CC1	0.3
83	CN1CCCC(C(=O)Nc2cccc(Cl)c2)CC1 (stereo unspecified)	-2.2
84	COc1ccc(OC)c(CN2C(=O)CSCC2(C)C(=O)NCc2ccccc2)c1 (stereo unspecified)	-0.3
85	O=C(OCc1ccccc1)N1C=CCC[C@@H]1c1c(Cl)cccc1Br	5.0
86	O=C1CCN(Cl)C(=O)N1Cl	-7.2
87	C[C@@H]1CCN(C2CC2)S(=O)(=O)c2ccc(N3CCC[C@H]3C)cc2O1	3.5
88	COc1ccc(-c2cc(C(=O)N(C3CCCCC3)C3CCCCC3)no2)cc1	2.4
89	CC1(C(=O)NS(=O)(=O)c2ccc(Cl)cc2)CCN1C(=O)C/C=C/c1ccccc1 (stereo unspecified)	-8.7
90	COc1ccc(-c2cnc3c(NC=O)cc(-c4ccccc4OC)cn23)cc1OC	-4.7
91	O=S1(=O)CC(N2CCSCC2)CN1Cc1cn(Cc2ccc(F)cc2)nn1 (stereo unspecified)	-3.5
92	Cc1cc(-c2n[nH]c(=S)n2N=Cc2ccc(OCc3ccccc3)cc2)n[nH]1	-4.3
93	CCc1nc2ccc(C(=O)NCCN(C)C)cn2c1N(CC)CCOC	8.1
94	O=C(NC1CCCCC1)C(c1ccccc1F)n1c(=O)c(-c2cc3ccccc3[nH]2)nc2ccccc21 (stereo unspecified)	3.3
95	COC(=O)[C@]12C[C@H](CC(=O)NCc3cccc(C(F)(F)F)c3)C(=O)N(Cc3ccc(Cl)cc3Cl)C1=C[C@H](C1CCCC1)O[C@@H]2C	-4.1
96	COc1ccc(C2=Nc3ccccc3N(C(=O)c3ccncc3)C2C(=O)NC(C)C)cc1 (stereo unspecified)	-1.6
97	CC(=O)c1ccc(O)c(C(N)=O)c1	1.1
98	CC(C)c1ccc(NC(=O)N2CCc3nc(NCc4cccc(Oc5ccccc5)c4)ncc3C2)cc1	-1.6
99	Cc1cccc(C)c1NC(=O)C(CCc1ccccc1)n1c(=O)c(-c2cc3ccccc3[nH]2)nc2ccccc21 (stereo unspecified)	-1.4
100	COC(=O)[C@@]1(Cc2ccc(F)cc2)[C@H]2c3cc(C(=O)N4CCCC4)n(Cc4cc(C)n(C)n4)c3C[C@H]2CN1C(=O)c1ccccc1	0.9

2 of the compounds above, with each value named.
97: CC(=O)c1ccc(O)c(C(N)=O)c1
  PI4K2A inh = 1.1

98: CC(C)c1ccc(NC(=O)N2CCc3nc(NCc4cccc(Oc5ccccc5)c4)ncc3C2)cc1
  PI4K2A inh = -1.6

Following part:
nr	SMILES	PI4K2A inh
101	COc1ccc(C(=O)N2CCCCC2c2cc(C(=O)NCc3ccccc3)no2)cc1 (stereo unspecified)	-3.9
102	CC(c1ccccc1)n1cc(C(=O)N2CCCC2)nn1 (stereo unspecified)	0.7
103	CC(=O)N1CCC(c2nc3ccccc3n2C(C)C(=O)NCc2ccccc2)CC1 (stereo unspecified)	0.6
104	O=C(NC1CCCCN(Cc2ccc(Cl)cc2)C1=O)C1C2CC3CC(C2)CC1C3 (stereo unspecified)	4.6
105	CC1(C(=O)Nc2ccc3c(c2)OCO3)CCN1Cc1cccc2c1OCO2 (stereo unspecified)	-0.3
106	Cc1ccc(CNc2nc3cc(-c4ccccc4)sc3c(=O)n2C)c(C)c1	-1.8
107	C=CC[C@@]1(c2ccccc2)Oc2ccccc2-c2nc3ccccc3nc21	-3.0
108	O=C1NC[C@H](CCCCN2C[C@H](Cc3ccccc3)N(CCC3CCCCC3)C(=O)C2=O)N(CCc2ccc(O)cc2)C1=O	4.0
109	CC(=O)Nc1ccc(CNc2nc3cc(-c4cccc(C(F)(F)F)c4)sc3c(=O)n2C)cc1	-1.7
110	Cc1ccc(NC(=O)Cc2cccc(OC(F)(F)F)c2)c(S(=O)(=O)N2CCOCC2)c1	5.4
111	CCCCNC(=O)C[C@@H]1C[C@@]2(C(=O)OC)CC(C)(C)CC=C2N(Cc2ccco2)C1=O	-1.0
